Bioassay records: PubChem, University of Kansas High Throughput Screening Laboratory
Pf apPOL block – Pf-apPOL DNA polymerase inhibition | 210,000 tested, 0.25% active | Recombinant Pf-apPOL, molecular beacon fluorescence, 1.5 h | inhibition, % at 10 µM | AID 1794808
mHTT CaM bind – mHTT-calmodulin interaction abrogation; AlphaScreen His-mHTT/GST-CaM binding, luminescence; inhibition, % at 15 µM; 190,000 tested, 3.6% active; AID 1671202;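 note: 0% = both proteins with DMSO and 100% = one protein alone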
An asterisk follows results filed as active; · = not tested or not shown. Cut-off read from the data, not from the text of the source: active = inhibition above about 50%; inactive = the rest.

#1 Cn1c(=O)c2c(nc(Oc3ccc4c(c3)OCO4)n2Cc2cccc(F)c2)n(C)c1=O
  Pf apPOL block: -7.8; mHTT CaM bind: 3.0
#2 C=CCn1cc(/C=C2\C(=O)NC(=O)N(c3ccc(C)cc3)C2=O)c2ccccc21
  Pf apPOL block: 0.0; mHTT CaM bind: 7.0
#3 COc1ccc(Nc2nc(N3CCN(S(C)(=O)=O)CC3)nc3ccccc23)cc1
  Pf apPOL block: 3.5; mHTT CaM bind: 11.0
#4 Cc1nc(OCC(=O)Nc2cccc(C(F)(F)F)c2)c2ccccc2n1
  Pf apPOL block: 1.3; mHTT CaM bind: -4.8
#5 Cc1ccnc(N2CCCC(C(=O)NCc3cccnc3)C2)n1 (stereo not given)
  Pf apPOL block: -0.4; mHTT CaM bind: -5.7
#6 CCn1c(CC2CCN(C(=O)c3ccccc3C)C2)nc2cccnc21 (stereo not given)
  Pf apPOL block: -6.4; mHTT CaM bind: 7.4
#7 Cc1c(Cl)cccc1N1CCN(C(=O)c2ccc(F)cc2)C(C)C1=O (stereo not given)
  Pf apPOL block: -1.2; mHTT CaM bind: -6.3
#8 COc1cc(OC)cc(C(=O)N2CCCN(C3CCN(CC4CC4)C3=O)CC2)c1 (stereo not given)
  Pf apPOL block: 4.1; mHTT CaM bind: 7.3
#9 Cc1ccccc1N(C)S(=O)(=O)c1ccc2[nH]cc(C(=O)NC(C)C)c(=O)c2c1
  Pf apPOL block: -8.8; mHTT CaM bind: 30.0
#10 N#Cc1c(-c2cccs2)nc(Nc2ccccc2)[nH]c1=O
  Pf apPOL block: 9.2; mHTT CaM bind: ·
#11 CC1=NN(c2cccc(Cl)c2)C(=O)/C1=C/c1ccc2c(c1)OCO2
  Pf apPOL block: 4.9; mHTT CaM bind: 3.0
#12 Cn1c(/C(C#N)=C/c2cccs2)nc2ccccc21
  Pf apPOL block: 3.6; mHTT CaM bind: 12.0
#13 Cc1cccc(NC(=O)N2CCCC(CCC(=O)NCc3ccc(C(F)(F)F)cc3)C2)c1 (stereo not given)
  Pf apPOL block: -0.2; mHTT CaM bind: 31.2
#14 O=C1OC(c2ccc(Cl)c(Cl)c2)=N/C1=C\c1coc2ccccc2c1=O
  Pf apPOL block: -1.2; mHTT CaM bind: 4.0
#15 CC(C)n1c(=O)c2c(ncn2Cc2cccc(F)c2)n(-c2ccc(F)cc2)c1=O
  Pf apPOL block: -3.3; mHTT CaM bind: -0.6
#16 CCC(=O)N1CCC(CCOc2ccc(F)cc2)CC1
  Pf apPOL block: -2.2; mHTT CaM bind: 3.2
#17 CCC(C)NCC(O)COC12CC3CC(CC(C3)C1)C2 (stereo not given)
  Pf apPOL block: -8.0; mHTT CaM bind: -1.1
#18 COc1ccc(S(=O)(=O)N2CCC(CN3CCCCC3)CC2)cc1OC
  Pf apPOL block: -1.9; mHTT CaM bind: -7.0
#19 Cc1cccc(-c2cccc(C(=O)O)c2)c1
  Pf apPOL block: -8.7; mHTT CaM bind: -5.9
#20 COCCNC(=O)C1(C)CCC(=O)N1Cc1ccc(F)cc1 (stereo not given)
  Pf apPOL block: 3.1; mHTT CaM bind: 5.1
#21 Cc1ccc(C(O)=C2C(=O)C(=O)N(c3nncs3)C2c2cccc(Cl)c2)cc1 (stereo not given)
  Pf apPOL block: -2.5; mHTT CaM bind: 10.8
#22 O=C(c1ccccc1)N1CCC(c2ccn3ncc(C(=O)N4CCCC4)c3c2)CC1
  Pf apPOL block: 1.4; mHTT CaM bind: -2.2
#23 O=C1OC(c2ccccc2Cl)=N/C1=C\c1ccccc1Cl
  Pf apPOL block: -5.5; mHTT CaM bind: -3.0
#24 O=C(NN=Cc1ccncc1)NN=Cc1ccncc1
  Pf apPOL block: 3.7; mHTT CaM bind: ·
#25 Cc1cccc(C(=O)N2CCC3(CC2)NC(=O)N(Cc2ccc(F)cc2)C3=O)c1
  Pf apPOL block: -10.4; mHTT CaM bind: 8.7

#26 O=C(CC(n1cncn1)C(Cl)(Cl)Cl)c1ccc([N+](=O)[O-])cc1 (stereo not given)
  Pf apPOL block: -7.6; mHTT CaM bind: 2.3
#27 COc1cc(C)ccc1OCC1CN(C(=O)c2ccc(F)cc2F)CCO1 (stereo not given)
  Pf apPOL block: -3.5; mHTT CaM bind: 5.9
#28 CC(C)(C)C#CC1(C(=O)O)C(C)(C)C1(C)C
  Pf apPOL block: -5.0; mHTT CaM bind: 3.5
#29 COc1ccc(F)cc1S(=O)(=O)N1CCCN(C2CCN(CC3CC3)C2=O)CC1 (stereo not given)
  Pf apPOL block: -1.4; mHTT CaM bind: 9.8
#30 CN(C)S(=O)(=O)Oc1ccc(C#N)cc1
  Pf apPOL block: 0.9; mHTT CaM bind: ·
#31 CC(C)CC(=O)N1CCN(Cc2cccc(Cl)c2)CC1
  Pf apPOL block: -5.0; mHTT CaM bind: 4.2
#32 CN1C(=O)C(O)(CC(=O)c2cccc(Br)c2)c2ccccc21 (stereo not given)
  Pf apPOL block: -3.4; mHTT CaM bind: 3.9
#33 CCOC(=O)CC(=O)CSc1nc(C)c(C)c(C)c1C#N
  Pf apPOL block: -7.7; mHTT CaM bind: ·
#34 CCOC(=O)COc1ccc2c(c1)OC(=Cc1ccc(OC)cc1)C2=O
  Pf apPOL block: 2.0; mHTT CaM bind: -0.7
#35 COc1ccccc1NC(=O)Nc1ccc(Cl)c(Cl)c1
  Pf apPOL block: -4.6; mHTT CaM bind: -5.2
#36 COc1cccc2cc(-c3cc(=O)oc4ccc(OCC=C(C)C)cc34)oc12
  Pf apPOL block: 1.4; mHTT CaM bind: -10.1
#37 CCOc1cc(C2Nc3ccccc3NC3=C2C(=O)CC(c2cccs2)C3)cc(Cl)c1O (stereo not given)
  Pf apPOL block: -12.4; mHTT CaM bind: 28.0
#38 CCOc1ccccc1NS(=O)(=O)c1ccccc1[N+](=O)[O-]
  Pf apPOL block: -12.2; mHTT CaM bind: 7.4
#39 Cc1nccn1-c1ccc(CNC(=O)C(C)C)cc1
  Pf apPOL block: 3.3; mHTT CaM bind: 3.1
#40 CC(=O)c1ccc(NS(C)(=O)=O)cc1
  Pf apPOL block: -6.5; mHTT CaM bind: ·
#41 CCOc1ccccc1CN1CCc2nc(N3CCN(c4ncccn4)CC3)ncc2C1
  Pf apPOL block: -4.2; mHTT CaM bind: 100.2*
#42 Cc1ccc(-c2nsc(C(=O)NCC3CCCO3)c2N)cc1 (stereo not given)
  Pf apPOL block: -6.6; mHTT CaM bind: -6.6
#43 CCCCN1Cc2ccccc2Oc2cc(Br)ccc2S1(=O)=O
  Pf apPOL block: -0.2; mHTT CaM bind: -27.3
#44 Cc1cc(C)c(S(=O)(=O)N2CCC(C(=O)O)CC2)cc1[N+](=O)[O-]
  Pf apPOL block: -5.6; mHTT CaM bind: 2.7
#45 Cc1cc2nc(SCCN3CCCCC3)[nH]c2cc1C
  Pf apPOL block: -3.0; mHTT CaM bind: 21.0
#46 CC1=C(C(=O)Nc2ccccc2)C(c2cccnc2)n2nc(SCc3ccccc3)nc2N1 (stereo not given)
  Pf apPOL block: -5.0; mHTT CaM bind: 0.0
#47 Cc1ccc(C2NC(=O)c3c(sc4c3CCCC4)N2)c(O)c1 (stereo not given)
  Pf apPOL block: -3.8; mHTT CaM bind: 78.0*
#48 COc1ccc(CNC(=O)CN2CCN(C(=O)Nc3ccc(F)cc3)CC2=O)cc1
  Pf apPOL block: -5.1; mHTT CaM bind: -7.5
#49 COc1ccc(CNC(=O)C2c3ccccc3CCN2C(=O)C2CC2)cc1OC (stereo not given)
  Pf apPOL block: -4.6; mHTT CaM bind: -2.6
#50 COc1ccc(CN2CCN(C/C=C/c3ccccc3)CC2)cc1
  Pf apPOL block: 5.6; mHTT CaM bind: 9.4

Single records, as listed above. Screens in order: Pf apPOL block, mHTT CaM bind
Results for COc1ccc(CN2CCN(C/C=C/c3ccccc3)CC2)cc1 : 5.6, 9.4
Results for CC(=O)c1ccc(NS(C)(=O)=O)cc1 : -6.5, ·
Results for COc1ccccc1NC(=O)Nc1ccc(Cl)c(Cl)c1 : -4.6, -5.2

By substructure, the entries above containing a nitro group on carbon.
#26 O=C(CC(n1cncn1)C(Cl)(Cl)Cl)c1ccc([N+](=O)[O-])cc1 (stereo not given)
  Pf apPOL block: -7.6; mHTT CaM bind: 2.3
#38 CCOc1ccccc1NS(=O)(=O)c1ccccc1[N+](=O)[O-]
  Pf apPOL block: -12.2; mHTT CaM bind: 7.4
#44 Cc1cc(C)c(S(=O)(=O)N2CCC(C(=O)O)CC2)cc1[N+](=O)[O-]
  Pf apPOL block: -5.6; mHTT CaM bind: 2.7

Some of these compounds in order of length of the SMILES, smallest number first:
#40 CC(=O)c1ccc(NS(C)(=O)=O)cc1
  Pf apPOL block: -6.5; mHTT CaM bind: ·
#41 CCOc1ccccc1CN1CCc2nc(N3CCN(c4ncccn4)CC3)ncc2C1
  Pf apPOL block: -4.2; mHTT CaM bind: 100.2*
#46 CC1=C(C(=O)Nc2ccccc2)C(c2cccnc2)n2nc(SCc3ccccc3)nc2N1 (stereo not given)
  Pf apPOL block: -5.0; mHTT CaM bind: 0.0

Hits appear at their usual frequency. Share with any hit: about 3.5%.
